# Source: PubChem BioAssay
# LANA DNA inh – inhibitors of KSHV C-LANA binding to DNA, primary screen, biochemical, fluorescence polarization, FAM-LBS DNA, MBP-C-LANA, single point; Kaposi's sarcoma herpesvirus LANA C-terminal domain (residues 932-1162) DNA binding; inhibition, % at 9 µM; actives 0.078% (n = 340,000); AID 504423, 2011;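 active = highest replicate inhibition at or above 60% at 9 µM, even if other replicates fall short; inactive = all replicates below 60% inhibition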;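 also: 0% = neutral control wells and 100% = 4 µM acridine orange control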
# CAL-PDZ inh HTS – untagged CAL PDZ binding inhibitors, primary screen, biochemical, fluorescence polarization, HTS. actives 0.92% (n = 300,000). Golgi-associated PDZ and coiled-coil motif-containing protein (Homo sapiens), Q9HD26. inhibition, % at 24.9 µM. purified CAL PDZ, TMR-peptide fluorescence polarization, 1 h;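 active = mean inhibition of at least 30% with at least half of replicates also reaching 30%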;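 also: 0% = DMSO neutral control and 100% = excess unlabeled competitor peptide PRC23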
# OPRM1-OPRD1 ag – agonists of OPRM1-OPRD1 heterodimerization, primary screen, cell-based, luminescence; Mu-type opioid receptor (Homo sapiens) + Delta-type opioid receptor (Homo sapiens), …; cells; activation, % at 9.3 µM; actives 0.3% (n = 340,000); AID 504326, 2011; in the data active = activation above about 18%;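 also: 0% = vehicle-treated cells and 100% = reference agonist; values of inactives mirror those of a sister screen read the other way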
# HTR5A ag ctr – HTR5A agonists in luminescence cell assay, primary screen, counter-screen for OPRM1-OPRD1 heterodimer agonist project, full-deck HTS; 5-hydroxytryptamine receptor 5A (Homo sapiens), P47898; cell-based; activation, % at 9.3 µM; actives 0.61% (n = 340,000); in the data active = activation mostly above about 9.5%, no sharp cut-off; inactive = mostly below about 7.6%;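 also: 0% = cells with vehicle only and 100% = reference agonist; strong numbers were not always called active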
# Target sequence (P47898 whole entry, looked up): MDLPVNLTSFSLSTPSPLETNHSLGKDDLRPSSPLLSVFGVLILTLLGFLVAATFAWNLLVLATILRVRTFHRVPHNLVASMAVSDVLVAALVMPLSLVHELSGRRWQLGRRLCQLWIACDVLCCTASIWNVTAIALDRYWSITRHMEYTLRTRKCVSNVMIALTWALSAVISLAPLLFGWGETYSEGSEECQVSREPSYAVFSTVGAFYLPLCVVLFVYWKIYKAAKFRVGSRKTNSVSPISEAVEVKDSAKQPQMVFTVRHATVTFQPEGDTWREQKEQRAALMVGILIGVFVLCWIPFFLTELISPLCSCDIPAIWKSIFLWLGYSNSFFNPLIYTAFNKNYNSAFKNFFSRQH
# OPRM1-OPRD1 inv – inverse agonists of MOR-DOR heterodimerization, primary screen, cell-based, luminescence; Mu-type opioid receptor (Homo sapiens) + Delta-type opioid receptor (Homo sapiens), …; cell-based MOR-DOR heterodimer luminescence, inverse agonism; inhibition, % at 9.3 µM; actives 0.21% (n = 340,000); in the data active = inhibition above about 22%, passing the limit was not always enough;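 also: 0% = cells with DMSO and 100% = wells without cells with DMSO; values of inactives mirror those of a sister screen read the other way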
# V-ATPase pHluor – regulators of yeast V-ATPase proton pumping, primary screen, pHLuorin cytosolic pH fluorescence. S. cerevisiae. response, % at 10 µM. actives 0.37% (n = 350,000); in the data active = response mostly above about 7.3%, no sharp cut-off; inactive = mostly below about 5.4%; also: actives read high; inactives centre near 0; some compounds called inactive have numbers as strong as hits; reference of the scale not given here
# cardiac RTF act – cardiac RTF calcium sensitivity activators, primary screen, biochemical, IANBD-TnC fluorescence, EC20 calcium; IANBD-labeled TnC RTF fluorescence at EC20 calcium; 0% EC20 calcium, 100% full calcium; activation, % at 7.2 µM; actives 0.24% (n = 340,000); AID 493008, 2010;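 active = activation above the mean over all tested compounds plus 3 SD, cut at about 30% in these data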;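 also: rise in fluorescence read as greater calcium sensitivity of cardiac thin filaments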
# Cardiac RTF inh – cardiac RTF calcium sensitivity inhibitors, primary screen, biochemical, IANBD-TnC fluorescence, EC70 calcium; IANBD-labeled cardiac RTF, Ca2+ fluorescence; inhibition, % at 7.15 µM; actives 0.12% (n = 340,000); AID 493244, 2011;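 active = inhibition above the mean inhibition of all tested compounds plus 3 SD, cut at about 17% in these data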;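 also: assay run at fixed EC70 calcium of 1.6 mM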
# Keap1 Nrf2 FP – Keap1-Nrf2 protein-protein interaction inhibitors, primary screen, biochemical, fluorescence polarization, single point. Kelch-like ECH-associated protein 1 (Homo sapiens), Q14145. Keap1 Kelch-Nrf2 peptide fluorescence polarization, 1536-well. inhibition, % at 9.4 µM. actives 0.15% (n = 340,000). AID 504523, 2011; in the data active = inhibition above about 12%;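 also: human Keap1 Kelch domain with fluorescein labeled Nrf2 9mer peptide probe; 0% = neutral control wells and 100% = peptide positive control; higher means more block of Keap1 binding to Nrf2 peptide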
# Target sequence (Q14145 whole entry, looked up, the tested form may be a part): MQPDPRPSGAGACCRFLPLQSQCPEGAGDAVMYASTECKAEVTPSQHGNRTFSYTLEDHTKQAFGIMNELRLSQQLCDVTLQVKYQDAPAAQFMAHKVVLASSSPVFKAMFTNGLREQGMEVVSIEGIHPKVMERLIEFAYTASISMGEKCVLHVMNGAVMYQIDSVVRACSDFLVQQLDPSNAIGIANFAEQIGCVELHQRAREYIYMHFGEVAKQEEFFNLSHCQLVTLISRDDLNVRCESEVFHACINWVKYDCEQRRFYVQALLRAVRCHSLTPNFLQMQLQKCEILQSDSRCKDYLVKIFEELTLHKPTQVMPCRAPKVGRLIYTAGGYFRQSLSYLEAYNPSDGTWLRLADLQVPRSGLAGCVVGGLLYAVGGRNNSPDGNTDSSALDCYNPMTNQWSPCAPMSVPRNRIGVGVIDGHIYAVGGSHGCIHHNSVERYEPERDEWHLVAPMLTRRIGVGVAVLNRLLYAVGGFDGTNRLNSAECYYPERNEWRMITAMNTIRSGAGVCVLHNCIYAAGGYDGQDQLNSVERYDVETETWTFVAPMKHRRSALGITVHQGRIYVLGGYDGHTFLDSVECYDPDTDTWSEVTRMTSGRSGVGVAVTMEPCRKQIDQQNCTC
# HTR5A inv ag – HTR5A inverse agonists in luminescence cell assay, primary screen, counter-screen for OPRM1-OPRD1 heterodimer inverse agonist project, full-deck HTS; 5-hydroxytryptamine receptor 5A (Homo sapiens), P47898; HTR5A cell line, inverse agonism; inhibition, % at 9.3 µM; actives 0.083% (n = 340,000); AID 504634, 2011; in the data active = inhibition mostly above about 23%, no sharp cut-off; inactive = mostly below about 18%;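 also: 0% = cells with DMSO and 100% = no-cell wells with DMSO; some compounds called inactive have numbers as strong as hits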
# * hit, by the source's call; / = no result given.
SMILES,LANA DNA inh,CAL-PDZ inh HTS,OPRM1-OPRD1 ag,HTR5A ag ctr,OPRM1-OPRD1 inv,V-ATPase pHluor,cardiac RTF act,Cardiac RTF inh,Keap1 Nrf2 FP,HTR5A inv ag
O=S(=O)(/C=C/c1ccccc1)c1ccccc1,2.1,-3,1.1,1,-6,-3,0,1,-1,12
COc1cccc(-c2nc3ccccc3c(=O)n2NC(=O)c2cccnc2Cl)c1,0.3,-4,0.0,5,0,3,2,-8,-1,-12
Nc1c2nc(-c3ccccc3Cl)[nH]c(=O)c2nc(=O)n1-c1ccccc1,-1.0,/,0.3,-1,-1,-1,-3,-12,-3,2
O=C(CCCn1c(SCC(=O)c2ccc(F)cc2)nc2ccccc2c1=O)NCc1ccco1,0.3,0,-0.3,4,2,-2,-3,-8,-5,-13
COc1ccc(OC)c2[nH]c(C(=O)N3CCC(C(=O)O)CC3)cc12,-0.2,-19,-1.8,0,8,0,-1,-4,-8,1
Cc1ccc(NC(=O)C(C)Sc2nc(-c3ccccc3)cc(=O)[nH]2)cc1 (stereo unspecified),0.6,-1,-0.5,-3,2,0,-7,-6,1,11
COc1ccc(C2NC(=S)N3C(c4ccc(OC)cc4)NC(=S)N23)cc1 (stereo unspecified),-1.1,0,1.4,-3,-6,-1,1,-8,-6,1
COc1cccc(CN2CCN(C(=O)c3cccc4ccccc34)CC2)c1OC,3.1,0,1.0,4,-5,5,0,-12,4,-8
CCSC(=S)c1c(C)[nH]n(-c2ccccc2)c1=O,17,/,-1.7,-3,8,0,9,-2,-1,-8
Cc1ccc(N2C(=O)N(CC(=O)Nc3ccc(C)c(C)c3[N+](=O)[O-])C(=O)C2C)cc1 (stereo unspecified),0.6,-2,-1.3,-2,7,1,-6,-10,6,4
CC(C)NC(=O)COc1ccc2c(c1)C(=O)CC(C)(C)O2,-1.0,-4,-2.1,3,11,-2,-2,-12,1,4
O=C(CSc1nc2ccccc2c(=O)n1-c1ccccc1)N1CCc2ccccc2C1,0.0,1,-3.8,-10,20,0,-2,0,-3,24
CC(C(=O)Nc1ccc2c(c1)OCO2)c1ccc([N+](=O)[O-])cc1 (stereo unspecified),-0.2,2,-0.3,-3,1,15*,-5,4,3,17
O=C(CN(C(=O)c1cccc([N+](=O)[O-])c1)C1CCCCC1)Nc1ccc(Cl)c([N+](=O)[O-])c1,-0.1,0,4.7,-1,-24,2,-6,5,5,-7
O=C(NCc1cccnc1)Nc1ccc(F)cc1F,1.1,-3,-0.4,5,2,3,-10,-16,-2,-15
Cc1csc(NC(=O)CCn2c(=O)sc3ccccc32)n1,0.0,-5,-0.3,1,2,2,0,-3,-2,-3
CCOC(=O)c1c(NC(=O)CSc2nnc(C)c(=O)[nH]2)sc2c1CCC2,2.3,-5,-2.2,-3,9,1,-4,1,-3,31
CCN(CC(=O)NC(=O)NC1CCCC1)Cc1ccccc1,1.2,-2,-1.8,4,10,-3,4,-16,-1,0
COc1ccc(/C=N/NC(=O)c2cc(-c3ccccc3)nc3ccccc23)cc1O,0.4,-8,-2.9,1,14,-2,-5,-3,2,-2
CNC(=O)c1nc(C)n(-c2cc(Cl)ccc2Cl)n1,-1.2,-4,-3.9,-1,20,2,-4,13,0,-3
CC(=NCCc1c(C)[nH]c2ccc(OCc3ccccc3)cc12)C1=C(O)CC(c2ccccc2)CC1=O (stereo unspecified),1.1,2,2.4,0,-11,2,-1,8,-4,1
Cc1nc(NC(=O)CSc2nc3ccccc3s2)sc1C(=O)N(C)C,0.4,0,-2.7,3,9,-2,1,-5,4,2
O=[N+]([O-])c1ccc(CNCc2cc(Cl)ccc2O)cc1,-1.1,3,4.2,3,-24,-1,-4,1,2,-6
CCOC(=O)C1CCN(S(=O)(=O)c2ccc3c(c2)CCN3C(=O)C2CCC2)CC1,-4.1,-4,-2.0,3,10,0,-2,-3,-1,-9
COc1ccc([C@H]2CC(=O)C=C(c3cc(C(F)(F)F)cc(C(F)(F)F)c3)C2)cc1,-0.1,0,-1.1,-4,6,0,-3,3,0,-2
CC1=CCC2C(=O)N(c3cc(C)on3)C(=O)C2C1 (stereo unspecified),-1.9,-2,-3.0,5,15,1,-2,-14,0,-13
O=C(c1ccccc1Oc1ccc(C(F)(F)F)cc1[N+](=O)[O-])N1CCOCC1,1.1,1,-3.7,1,19,-3,-3,-6,0,-2
COc1ccc(C2(C(=O)NC(C)C)CCCC2)cc1OC,-1.3,0,-2.0,3,11,0,-5,-2,2,-9
CCCOc1ccc(C(C)=O)cc1CC(C(N)=O)C(N)=O,-2.8,-9,-2.2,5,11,0,6,5,1,-12
COc1ccc(COCC(O)CN2CCCC(C(F)(F)F)C2)cc1 (stereo unspecified),-0.5,-1,-1.1,4,6,5,-1,3,-1,-9
O=C(CN1C(=O)NC2(CCCCC2)C1=O)NNC(=O)C1CC1,-0.3,-4,-3.1,-4,12,-2,-2,4,-1,3
Cc1ccc(C)c(SCC(=O)NC(=O)Nc2ccc3c(c2)OCCO3)c1,0.4,-1,4.4,13,-21,-13,5,-11,-1,-17
CCc1cc2c(Nc3ccc(O)cc3)nc(C)nc2s1,0.6,0,-2.4,-2,11,-4,-6,0,-3,6
O=C(CN1C(=O)C(=O)c2ccccc21)NCCc1ccccc1,-1.4,-2,-11,-9,56*,-1,-1,1,-1,25
Nc1c(CO)nnn1-c1ccccc1,2.3,-2,-3.5,-1,18,2,8,-10,-7,-18
CC(=O)Nc1ccc(NC(=O)CN2C(=O)NC3(CCCCCCC3)C2=O)cc1,3.9,2,-0.5,4,3,-2,-3,5,-3,-17
CCOc1ccc(NC(=O)c2csc3c2CCCC3)cc1,-0.1,/,1.3,5,-8,-3,-6,-3,-2,-15
COc1ccc(Cc2nnc(SCC(=O)c3cccc([N+](=O)[O-])c3)n2C)cc1,0.2,-4,-0.6,4,3,0,-3,-5,-2,6
COc1ccc(NC(=O)CCn2c(=O)c3cccn3c3ccccc32)c(OC)c1,0.0,-3,-1.8,-4,10,3,-4,-2,1,-27
COc1ccc(-n2nc(C(=O)NCC(=O)Nc3cc(OC)c(OC)c(OC)c3)c3ccccc3c2=O)cc1OC,-0.4,5,1.0,-3,-7,2,4,1,-1,8
CCc1c(C)nc2cc(C)[nH]n2c1=O,0.6,-1,0.4,6,-2,-4,6,-3,2,-15
CCOC(=O)c1c(NC(=O)C2C3C=CC(C3)C2C(=O)O)sc2c1CC(C)CC2 (stereo unspecified),-0.8,-2,-2.1,3,12,1,5,1,-7,-8
CC1CCC2C(=O)N(c3ccc(Cc4ccncc4)cc3)C(=O)C2C1 (stereo unspecified),-0.4,-3,-1.8,6,9,-4,6,-3,-8,-16
COc1cc(NC(=O)CSCc2ccc(Cl)cc2Cl)c(C(=O)O)cc1OC,-0.8,-1,-2.2,0,12,8,-2,-11,-3,3
CC(=O)c1cc(F)ccc1OCC(=O)N1CCN(c2ccc(F)cc2)CC1,1.1,-1,-3.0,-6,16,3,3,-6,0,15
CCCn1c(=O)c(C(=O)NNS(=O)(=O)c2ccc(C)cc2)c(O)c2ccccc21,0.6,-2,4.8,1,-29,4,-3,-13,4,-3
COC(=O)c1c(NC(=O)C2COc3ccccc3O2)sc2c1CCN(Cc1ccccc1)C2 (stereo unspecified),-0.6,-1,-1.6,2,8,3,6,-7,1,-38
Cc1c(C(=O)C(=O)NCCC2=CCCCC2)c2ccccc2n1C,0.8,-1,-2.5,1,13,-2,-1,-15,0,-12
Cc1ccccc1-n1c(-c2ccc(Cl)cc2)cnc1SCC(=O)NC1CCS(=O)(=O)C1 (stereo unspecified),-0.7,-9,0.1,-1,0,0,4,5,-4,4
COc1ccc(C2CCCN2C(=S)Nc2ccc(C)cc2Cl)cc1OC (stereo unspecified),-1.3,3,0.5,-4,-2,1,-3,-3,-2,4

# New compounds follow.
SMILES,LANA DNA inh,CAL-PDZ inh HTS,OPRM1-OPRD1 ag,HTR5A ag ctr,OPRM1-OPRD1 inv,V-ATPase pHluor,cardiac RTF act,Cardiac RTF inh,Keap1 Nrf2 FP,HTR5A inv ag
COc1ccccc1CCN=C(N)NS(=O)(=O)c1ccccc1F,0.0,-10,0.4,0,-2,1,-6,-1,0,-1
CCCC(=O)Oc1ccc(N(C(=O)CCC)S(=O)(=O)c2cccs2)cc1,-1.7,-5,-0.8,3,4,-2,-2,-4,3,3
c1ccc2c(c1)CC(N1CCCCC1)c1ccccc1N2 (stereo unspecified),1.1,-1,-2.7,6,15,6,5,2,-2,-16
O=C(OCC(=O)c1cccs1)c1ccc([N+](=O)[O-])o1,0.3,/,1.1,-5,-5,-1,-3,10,-1,13
COc1cc(/C=N/NS(=O)(=O)c2ccccc2)ccc1OS(=O)(=O)c1ccc(C)cc1,-0.3,-2,-1.3,0,7,3,-1,6,1,-25
CCOC(=O)C1C(=O)C=C(C)C(C(=O)OCC)C1c1cccc([N+](=O)[O-])c1 (stereo unspecified),2.2,-4,-0.5,-2,2,-1,2,-10,-6,8
COC(=O)CNC(=O)c1ccccc1C,-0.3,-4,-3.0,0,17,-1,-4,-4,4,-16
Cc1ccc(NC(=O)CC2S/C(=N/N=C3\CCCc4ccccc43)NC2=O)cc1 (stereo unspecified),-0.5,6,0.8,6,-4,2,-8,-1,3,14
CC[C@@]1(c2ccccc2OC)ON(c2ccccc2C(F)(F)F)C1=O,16,-3,14,2,-79,1,-3,2,0,-36
COc1cccc(-n2c(Cc3cc(=O)[nH]c(=O)[nH]3)nnc2SCC(=O)NC2CCCC2)c1,5.3,0,-3.1,-3,16,0,1,0,-4,7
COc1cc(OC)cc(C(=O)NC2=NCCS2)c1,0.2,-5,-3.9,0,19,0,-6,0,-3,-4
O=C(C1=NN[C@@H]2C(=O)N(c3cccc(F)c3)C(=O)[C@H]12)c1ccc2ccccc2n1,1.7,-2,-3.4,4,18,3,-1,-4,1,-12
COC(=O)CN(C)C(=O)c1ccc(OC2CCN(S(=O)(=O)N(C)C)CC2)cc1,0.7,-2,0.2,2,-1,-1,-1,-10,-2,-6
CCCCNC(=O)C1CC(=O)N(C2CCCCC2)C1 (stereo unspecified),-0.6,-4,2.6,-5,-17,-4,14,7,-6,14
